Assay outcomes (PubChem BioAssay)
TEAD-YAP inh: TEAD-YAP interaction inhibition | HEK-TIYL cells, TEAD-Gal4/YAP UAS-luciferase luminescence | inhibition, % at 9.12 µM | 640,000 tested, 1.4% active; in the data active = inhibition above about 32%;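 note: 0% = median of test compound wells and 100% = reference inhibitor wells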
FBW7 act: activators of human E3 ligase FBW7 | AlphaScreen FBW7–phospho-cyclin E peptide binding, activator screen | 650,000 tested, 0.13% active | AID 1259310 | normalized activity (activation), % at 26.1 µM; in the data active = normalized activity above about 1.9%;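 note: purified mutant Fbw7 with reduced substrate affinity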
GPR151 activ: human GPR151 activation | PathHunter beta-arrestin GPR151 cells, luminescence | Q8TDV0 | 650,000 tested, 1% active | AID 1508602 | activation, % at 11.2 µM; in the data active = activation above about 4.9%;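 note: 0% = median of compound wells and 100% = cells with positive control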
Target sequence (Q8TDV0 whole entry, looked up): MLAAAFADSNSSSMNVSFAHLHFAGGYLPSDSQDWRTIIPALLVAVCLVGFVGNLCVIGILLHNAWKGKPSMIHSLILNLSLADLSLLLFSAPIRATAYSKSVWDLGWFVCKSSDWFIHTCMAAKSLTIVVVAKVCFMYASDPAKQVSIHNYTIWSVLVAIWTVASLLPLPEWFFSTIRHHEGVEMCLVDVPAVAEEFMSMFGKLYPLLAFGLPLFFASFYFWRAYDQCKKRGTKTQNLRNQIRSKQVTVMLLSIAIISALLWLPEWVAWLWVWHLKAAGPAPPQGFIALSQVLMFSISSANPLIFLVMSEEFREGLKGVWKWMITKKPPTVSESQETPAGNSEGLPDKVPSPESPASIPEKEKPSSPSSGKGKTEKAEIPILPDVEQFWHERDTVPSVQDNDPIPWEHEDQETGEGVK
MITF primary: inhibitors of human MITF | O75030 | AlphaScreen MITF homodimerization, bead proximity signal | inhibition, % at 2.6 µM | 650,000 tested, 0.91% active; in the data active = inhibition above about 50%;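 note: 0% = vehicle wells with protein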
Target sequence (O75030 whole entry, looked up): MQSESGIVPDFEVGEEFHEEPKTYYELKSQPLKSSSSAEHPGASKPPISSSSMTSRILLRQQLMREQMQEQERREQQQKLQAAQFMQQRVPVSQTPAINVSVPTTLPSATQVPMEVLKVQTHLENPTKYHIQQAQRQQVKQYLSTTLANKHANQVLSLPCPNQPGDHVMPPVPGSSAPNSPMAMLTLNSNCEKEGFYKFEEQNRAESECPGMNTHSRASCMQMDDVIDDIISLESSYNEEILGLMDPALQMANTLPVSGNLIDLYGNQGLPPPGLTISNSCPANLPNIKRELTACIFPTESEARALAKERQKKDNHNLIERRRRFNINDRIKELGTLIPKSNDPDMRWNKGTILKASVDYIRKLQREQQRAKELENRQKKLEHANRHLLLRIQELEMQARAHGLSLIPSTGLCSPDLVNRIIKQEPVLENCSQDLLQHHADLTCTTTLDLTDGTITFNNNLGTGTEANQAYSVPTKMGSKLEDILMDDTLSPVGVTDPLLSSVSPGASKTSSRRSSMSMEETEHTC
* = called active by the depositor.

SMILES	TEAD-YAP inh	FBW7 act	GPR151 activ	MITF primary
CCCCC(=O)Nc1ccc(C(=O)NNC(=O)c2ccc(Cl)cc2Cl)cc1	12	0.1	-0.2	-4
Cc1c(Cl)cccc1NC(=O)c1ccc2c(c1)C(=O)N(CC(C)C)C2=O	-2	0.0	-0.7	7
CCCC(=O)Nc1c2c(nn1-c1ccc(Cl)cc1)CS(=O)(=O)C2	2	0.1	-1.0	10
COc1ccc(NC(=S)N2CCNC(=O)C2CC(=O)Nc2ccc(C)cc2)cc1 (centres undefined)	-4	0.4	-0.2	12
Cc1ccc2c(Cl)c(C(=O)Nc3sc4c(c3C#N)CCC(C(C)(C)C)C4)sc2c1 (centres undefined)	0	0.3	-0.1	5
Cc1ccc(S(=O)(=O)Nc2nccnc2-c2ccc(C=O)cc2)cc1	-1	0.2	2.8	-11
COc1ccc(OC)c(C2NC(=S)NC(C)=C2C(N)=O)c1 (centres undefined)	-5	-0.1	1.3	-2
Cc1ccc(C(=O)Nc2nc(C34CC5CC(CC(C5)C3)C4)cs2)cc1	-11	0.0	1.3	0
CCOc1cc(C2C3=C(CC(C)(C)CC3=O)OC3=C2C(=O)CC(C)(C)C3)ccc1O	-2	-0.1	0.7	-8
CCC(C)OC(=O)C1=C(C)NC(=O)NC1c1ccc(O)c(OC)c1 (centres undefined)	0	0.0	1.7	-12
COc1ccc(C(=O)N/N=C(\C)c2ccc(Br)cc2)cc1	-38	0.6	-0.8	19
CC(=O)N1N=C(c2ccc(C)cc2)OC12CCCC2	-2	-0.2	-1.0	-5
Cn1cc(CN2CCN3C(=O)[C@@H](CO)NC(=O)[C@H]3C2)c(-c2ccccc2)n1	5	-0.2	-0.5	10
Cc1ccc(Cl)cc1S(=O)(=O)N1CCOCC1	-6	0.1	0.1	7
CC(C)N(CCNc1ncnc2nc(Nc3ccc(N4CCOCC4)cc3)[nH]c12)C(C)C	1	-0.4	0.7	5
CCn1c(/C(C#N)=C/c2ccccc2C(F)(F)F)nc2ccccc21	15	0.3	0.0	3
CCN(CC)Cc1ccc(C(=O)N2CCC3(CC2)NC(=O)c2cccnc2N3C)o1	-25	0.1	-0.2	0
O=C1CCC(CCNCc2cccnc2)N1Cc1ccc(C(F)(F)F)cc1 (centres undefined)	3	0.6	1.8	-2
O=C(Nc1ccc(Br)cc1)c1c(O)c2ccccc2[nH]c1=O	-14	0.2	0.4	-1
COc1ccccc1OCC(=O)N/N=C/c1ccco1	-16	0.1	-1.9	-2

Molecules from the list above that contain an aryl methoxy group (five):
SMILES	TEAD-YAP inh	FBW7 act	GPR151 activ	MITF primary
COc1ccc(NC(=S)N2CCNC(=O)C2CC(=O)Nc2ccc(C)cc2)cc1 (centres undefined)	-4	0.4	-0.2	12
COc1ccc(OC)c(C2NC(=S)NC(C)=C2C(N)=O)c1 (centres undefined)	-5	-0.1	1.3	-2
CCC(C)OC(=O)C1=C(C)NC(=O)NC1c1ccc(O)c(OC)c1 (centres undefined)	0	0.0	1.7	-12
COc1ccc(C(=O)N/N=C(\C)c2ccc(Br)cc2)cc1	-38	0.6	-0.8	19
COc1ccccc1OCC(=O)N/N=C/c1ccco1	-16	0.1	-1.9	-2

Carrying on.
SMILES	TEAD-YAP inh	FBW7 act	GPR151 activ	MITF primary
O=C(c1cncs1)N1CCC[C@@H]2CN(Cc3ccc(F)cc3)CC[C@H]21	-1	-0.8	-0.8	5
COc1ccc(/C(N)=N/OC(=O)/C=C/c2ccccc2Cl)cc1	-12	-0.1	2.4	3
O=S(=O)(Nc1nc2ccccc2nc1NCc1ccc(F)cc1)c1ccccc1	-1	-0.1	1.7	4
O=C(CSc1nc2ccccc2c(=O)n1CC1CCC(C(=O)NCc2ccccc2Cl)CC1)NCc1ccco1 (centres undefined)	-1	0.0	-0.3	-7
CCOc1ccccc1C(=O)Nc1c2c(nn1-c1ccc(OC)cc1)CSC2	-13	0.0	0.2	4
Cn1c(=O)n(-c2ccc(Cl)cc2)c(=O)c2c3c(sc21)CCC3	-2	0.0	-0.4	9
N#CC(C#N)=C1C=C2C=C(NCc3ccccc3)CCC2CC1 (centres undefined)	-3	0.3	-0.6	14
COc1nc(C)nc(NC(=O)NS(=O)(=O)Nc2cc([N+](=O)[O-])ccc2C)n1	7	0.0	-1.5	19
NNC(=O)COc1ccc2ccccc2c1	11	0.0	-0.4	-12
Cc1ccc(C2SCC(=O)N2c2ccc3ccccc3c2)cc1 (centres undefined)	2	0.1	-0.5	17
Cc1cc(C(F)(F)F)nc2ccccc12	-4	0.1	0.1	0
CCSc1nnc(NC(=O)/C=C/c2cccs2)s1	-7	0.0	3.7	0
COc1ccccc1CNC(=O)CN1CCc2ccccc2C1	6	0.1	1.0	9
CCSc1nnc(NC(=O)c2cc(Cl)ccc2OC)s1	-55	0.1	-1.3	5
CCOC(=O)c1c(NC(=O)c2cc(CC(C)C)on2)sc(C(C)=O)c1C	-4	0.2	0.8	1
Cc1cc(OCC(=O)NC(=O)NCC(C)C)nc(C(C)C)n1	6	0.1	-2.6	-7
CCCCCOc1ccc(C(=O)CCNC(CCSC)C(=O)O)cc1 (centres undefined)	3	0.4	-0.8	11
Cc1csc(SCC(=O)Nc2cccc(C#N)c2)n1	0	0.1	2.0	0
O=[N+]([O-])c1ccc(N2CCN(c3nc4ccc(Cl)cc4n4cnnc34)CC2)cc1	1	-0.1	0.1	-1
O=C1CCN(Cc2cc3ccccc3[nH]c2=O)CCN1Cc1ccc(F)cc1	5	0.1	0.5	-3

Reprinted from the part before: 3 entries, followed by the next part.
SMILES	TEAD-YAP inh	FBW7 act	GPR151 activ	MITF primary
Cc1csc(SCC(=O)Nc2cccc(C#N)c2)n1	0	0.1	2.0	0
O=[N+]([O-])c1ccc(N2CCN(c3nc4ccc(Cl)cc4n4cnnc34)CC2)cc1	1	-0.1	0.1	-1
O=C1CCN(Cc2cc3ccccc3[nH]c2=O)CCN1Cc1ccc(F)cc1	5	0.1	0.5	-3
Nc1c(C(=O)Nc2ccccc2)sc(=S)n1C1CCCCC1	-46	0.2	0.5	-4
COc1cccc(CNc2cccc(F)c2)c1OC	2	0.0	-0.5	15
CCOC(=O)c1ccc(-n2c(/C=C/c3ccc([N+](=O)[O-])o3)nc3ccccc3c2=O)cc1	1	-0.1	-2.7	0
O=C(O)COc1ccc(N2C(=O)C(=O)/C(=C(\O)c3ccccc3)C2c2ccc(Cl)cc2Cl)cc1 (centres undefined)	4	0.2	6.2*	7
COc1ccc(/C=C2\Cc3ccccc3C2=O)c(OC)c1OC	-27	0.0	-0.6	-17
O=C(Nc1cccc(F)c1)N[C@H]1C[C@H]2C(=O)N[C@@H](CO)C(=O)N2C1	7	0.2	1.2	-2
COc1ccc(S(=O)(=O)N2CCCOC2CNC(=O)C(=O)NC(C)C)cc1C (centres undefined)	-1	-0.2	1.0	-9
Cc1cc2oc(=O)cc(CN3CCC(C(N)=O)CC3)c2cc1C	-8	-0.1	-0.8	-20
COc1ccccc1-n1c(SCC2CCCO2)nc2c(sc(=S)n2CCc2ccccc2)c1=O (centres undefined)	-8	0.1	0.0	0
N#Cc1ccccc1Cn1nc(-c2nccc3ccccc23)oc1=O	-9	-0.2	0.1	10
COc1ccc(OC)c(NC(=S)NC(=O)C(C)(C)C)c1	-3	0.0	-0.8	18
COCCCNC(=O)c1ccc(Cl)c(NC2=NC3CS(=O)(=O)CC3S2)c1 (centres undefined)	2	-0.4	-0.1	0
CCc1cccc(NC(=O)N[C@H]2C[C@H]3C(=O)N[C@@H](CO)C(=O)N3C2)c1	15	0.0	1.1	-11
COc1ccc(/C=C2/SC(=S)N(C(CCSC)C(=O)O)C2=O)cc1OC (centres undefined)	-6	-0.2	1.0	18
Cc1ccc(CCNC(=O)CN2CCN(Cc3ccccc3)C2=O)cc1	-9	-0.1	-0.4	8
O=C(N/N=C/c1c(O)ccc2ccccc12)c1ncn[nH]1	10	0.1	4.0	10
CC(C)CCNC(=O)Cc1ccc(NC2=NC3CS(=O)(=O)CC3S2)cc1 (centres undefined)	6	-0.3	2.1	-3
Cc1cc(C)c2[nH]c(=O)c(C(c3nnnn3C(C)(C)C)N3CCC(O)CC3)cc2c1 (centres undefined)	13	-0.1	0.6	0
O=C(CN1C(=O)C(c2ccccc2)Oc2cccnc21)NCc1ccco1 (centres undefined)	8	-0.2	0.9	4
O=[N+]([O-])c1ccc2nc(N3CCNCC3)nc(-c3ccccc3)c2c1	-10	-0.1	-0.7	2
Cc1cccc(NC(=O)CN2C(=O)C(C)(C)Oc3ccc(C(=O)Nc4ccccc4)cc32)c1	2	0.5	-1.1	10
Cc1ncc2c(c1CNC(=O)Cc1cccs1)CCN(Cc1ccc(O)cc1)C2	-6	0.0	2.0	-6
CCOC(=O)c1ccccc1NC(=O)/C(C)=C/C(=O)O	-4	0.1	-1.0	-29
COc1ccc2c(c1)/C(=c1/sc3n(c1=O)CN(c1ccc(C(=O)O)cc1)CN=3)C(=O)N2	0	-0.1	0.0	4
CC1=C(C(=O)Nc2ccc(C)cc2C)C(c2ccc(Cl)cc2)NC(=S)N1 (centres undefined)	16	0.1	1.0	6
COc1ccc2cc(C(=O)Nc3ccc(C)cc3)c(=N)oc2c1	-15	0.1	-1.5	22
CCOC(=O)C1CCN(c2ccc(C=C3C(=O)N(C)C(=O)N(C)C3=O)cn2)CC1	-5	-0.1	5.2*	-1
COc1cccc(CN(CCN(C)C)C(=O)c2nc3ccc(-c4ccncc4)cc3s2)c1	-18	-1.1	-0.8	28
CCOC(=O)c1c(OCC)[nH]c2c1cc(O)c1ccccc12	-3	0.1	-1.2	-3
CC(=O)Nc1nnc(CCOCCOCCc2nnc(NC(C)=O)s2)s1	7	0.8	-0.1	27
CC(=O)c1cccc(N2C(=O)C3C(C2=O)C2(C)c4ccccc4C3(C)c3ccccc32)c1 (centres undefined)	-4	-0.2	0.5	3
Cc1ccc(-n2ncc3c(NCCN(C)C)ncnc32)cc1	-52	-0.3	4.1	-10
Cc1cccc(N=Cc2nc(-c3cccc4ccccc34)oc2O)c1	5	0.2	0.5	9
CCCCN1C(=O)/C(=C/c2c(NCCOC)nc3c(C)cccn3c2=O)SC1=S	2	0.0	1.9	-8
CSc1ccccc1N1C(=O)CN(C(=O)COc2ccccc2)CC1C (centres undefined)	-2	0.1	-1.2	22
CCOc1ccc(C(=O)Nc2cc(-c3nc4ccccc4s3)ccc2C)cc1	-16	1.2	0.7	18
Cc1nc(N2CCC3(CC2)OCCO3)c2nnn(Cc3ccccc3)c2n1	0	0.2	0.8	5
CC(=O)N1CCC(N(C(=O)CCC(=O)O)C2CC2)CC1	-5	4.6*	0.2	14
COc1ccc(NC(=O)c2coc(C)c2)cc1	-54	-0.3	-1.1	-4
C=CCn1c(=S)[nH]c2cc(C(=O)Nc3cccc(C)c3)ccc2c1=O	4	0.2	-2.1	-2

Looked up one by one from above:
SMILES	TEAD-YAP inh	FBW7 act	GPR151 activ	MITF primary
COc1ccc(C(=O)N/N=C(\C)c2ccc(Br)cc2)cc1	-38	0.6	-0.8	19
COc1ccc(/C(N)=N/OC(=O)/C=C/c2ccccc2Cl)cc1	-12	-0.1	2.4	3
O=C(Nc1ccc(Br)cc1)c1c(O)c2ccccc2[nH]c1=O	-14	0.2	0.4	-1

Later entries:
SMILES	TEAD-YAP inh	FBW7 act	GPR151 activ	MITF primary
CCSc1nc2c(c(=O)n1CC)C(C)(C1CCCCC1)Cc1ccccc1-2 (centres undefined)	-6	1.2	-1.3	14
COC(=O)C1=C(C)NC(=O)NC1c1cc(Br)ccc1OC (centres undefined)	6	-0.3	-0.6	5
CCOc1cc(C(=O)Nc2ccc(Cl)cn2)cc(OCC)c1OCC	4	0.5	0.3	9
CCCCSc1nnc(CNC(=O)Cc2ccccc2)n1-c1ccc(Cl)c(Cl)c1	0	0.1	0.2	15
Cc1ccc2oc(-c3ccc(NC(=O)c4ccc5c(c4)OCCO5)cc3O)nc2c1	3	0.3	0.9	13
COc1cc(OC)c(C2CC(=O)NC3=C2C(=O)CC(C)(C)C3)cc1OC (centres undefined)	1	-0.2	-0.4	-9
O=C1C2C3C=CC(C3)C2C(=O)N1c1ccccc1O (centres undefined)	-6	-0.1	1.2	-16
CN(C)CC(=O)N(C)C(Cc1ccccc1)C1CCN(C(=O)/C=C/c2cccnc2)CC1 (centres undefined)	-2	0.2	-1.9	16
CCOC(=O)C1CCN(S(=O)(=O)c2ccc(OCC(=O)OC)c(Cl)c2)CC1	7	0.1	0.3	9
CC(C)C[C@H]1NC(=O)[C@@H]2C[C@H](NCc3cccc(F)c3)CN2C1=O	-3	0.0	-0.1	0
CCc1ccc(OCCn2c(-c3ccc(Cl)cc3)nc3ccccc3c2=O)cc1	10	1.1	0.6	10
COc1ccc(OCc2cc(C(=O)N3CCN4CCCC4C3)no2)c(Cl)c1 (centres undefined)	-18	0.1	0.1	9
O=C(O)c1ccc(N2CC3CC(C2)c2cccc(=O)n2C3)c(NC(=S)Nc2ccc(Cl)cc2Cl)c1 (centres undefined)	-4	-0.1	-0.9	-5

Compound profiles, from the list above:
CCSc1nc2c(c(=O)n1CC)C(C)(C1CCCCC1)Cc1ccccc1-2 (centres undefined) is listed with TEAD-YAP inh: -6; FBW7 act: 1.2; GPR151 activ: -1.3; MITF primary: 14
CCc1ccc(OCCn2c(-c3ccc(Cl)cc3)nc3ccccc3c2=O)cc1 is listed with TEAD-YAP inh: 10; FBW7 act: 1.1; GPR151 activ: 0.6; MITF primary: 10
